# GAA glycogen = inhibitors or activators of human alpha-glucosidase glycogen cleavage | P10253 | recombinant GAA, glycogen substrate, Amplex Red glucose oxidase fluorescence | Potency, µM (top dose mostly 76.4 µM), without a hit: at the highest dose activity change, negative = inhibition, actives largely listed as inhibitors | 0.38% of 300,000 active; active = well fitted inhibition curve with a large enough effect;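 also: 0% = full enzyme reaction and -100% = no-enzyme basal signal; the screen sought inhibitors and activators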
#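 Recombinant enzyme (4 nM final) with compounds titrated up to 77 uM and bovine liver glycogen (30 ug) in citrate pH 5.0, 0.01% Tween-20, 37 C 40 min. Released glucose detected by Amplex Red/glucose oxidase (Ex 573/Em 610); AC50 from Hill fits.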
# * = called active by the depositor; [ ] = another dose, or the depositor's remark. Potency is read from the fitted curve at half-maximal effect.
No.	GAA glycogen	SMILES
1	2%[76.3 µM]	CC1CC(C)CN(CCCNC(=O)CCNC(=O)Cn2cnc3ccccc3c2=O)C1 (stereo not given)
2	-1%	CCC(C)Nc1nc(-c2ccccn2)nc2ccccc12 (stereo not given)
3	10%	Cc1ccc(S(=O)(=O)N(C)c2cc(S(=O)(=O)N3CCOCC3)c(C)cc2C)cc1
4	0%[76.3 µM]	COc1ccc(-n2nc(C(=O)NCC(=O)N(C)Cc3ccccc3)c3ccccc3c2=O)c(OC)c1
5	-3%[76.3 µM]	CC(C)c1ccc(CNCCSc2nnnn2C)cc1
6	-14%[76.3 µM]	CSc1cccc(NC(=O)C2CCN(C(=O)c3cnn(-c4ccccc4)c3-n3cccc3)CC2)c1
7	14%[76.3 µM]	COc1ccc(OC)c(NC(=O)c2cc(-c3ccc(Cl)s3)nc3ccccc23)c1
8	-22%[76.3 µM]	COc1ccc2c(c1)c(=O)c(S(=O)(=O)c1ccccc1)cn2CC(=O)Nc1ccc(C)c(Cl)c1
9	-2%[76.3 µM]	O=C(NCc1cccnc1)C(=O)c1c[nH]c2ccccc12
10	2%[76.3 µM]	O=C(CCN1C(=O)[C@@H]2Cc3ccccc3CN2C1=O)Nc1cccc(F)c1
11	7%	COc1ccc(S(=O)(=O)/C(C#N)=C/Nc2cccc(F)c2)cc1
12	1%[76.3 µM]	CN1C(=O)CC(C(=O)Nc2ccc(C(=O)O)cc2)SC1=Nc1ccc(Cl)cc1 (stereo not given)
13	7%[76.3 µM]	CSCCC(NC(=O)COc1ccccc1)C(=O)NCCOc1ccc(C)cc1 (stereo not given)
14	-11%[76.3 µM]	COc1ccc2c(Sc3ccccc3)c(C(=O)NCc3cc(Br)ccc3OC)[nH]c2c1
15	-7%	Cc1nc2c(-c3ccc(Cl)cc3)cnn2c(N)c1-c1ccc(F)cc1
16	0%	Cc1ccc(OCC(=O)NCCCNC(=O)c2ccncc2)cc1C
17	8%	C/C(=N\NC(=O)c1ccoc1C)c1cccc2ccccc12
18	14%[76.3 µM]	CCc1ccc2oc(-c3cccc(NC(=O)c4ccc(N5CCC(C)CC5)c([N+](=O)[O-])c4)c3)nc2c1
19	-4%[76.3 µM]	O=C(Nc1cc2c(cc1Br)OCCO2)c1cccnc1
20	-5%[76.3 µM]	CC(C)Cn1c(=O)c2sccc2n2c(CCCC(=O)NCCc3ccc(Cl)cc3)nnc12

# (list continues)
No.	GAA glycogen	SMILES
21	-9%[76.3 µM]	Cc1ccc2c(CN3CCN(c4ccc(Cl)cc4)CC3)cc(=O)oc2c1
22	17%[76.3 µM]	Cc1c(OCC(=O)NCC2CCC(C(=O)O)CC2)ccc2c3c(c(=O)oc12)CCC3 (stereo not given)
23	-21%[76.3 µM]	Cc1ccc(O)c(C(CC(=O)NCC2(c3ccccc3)CCCC2)c2ccccc2)c1 (stereo not given)
24	-12%[76.3 µM]	COc1ccc(Cn2c(C(=O)O)c(CNC3CCCCCC3)c3ccc(OC)cc32)cc1
25	-2%	CCOP(=O)(NC(c1ccccc1)c1nc2ccccc2[nH]c1=O)OCC (stereo not given)
26	0%[76.3 µM]	Cc1cccc(CNC(=O)C2CCC(=O)N(Cc3ccccc3F)C2)n1 (stereo not given)
27	-3%[76.3 µM]	Cc1oc(-c2ccc(Cl)cc2)nc1CS(=O)CC(=O)NC1CCCCCC1 (stereo not given)
28	-20%[76.3 µM]	CC(=O)Nc1ccc(OCc2cccc3ccccc23)cc1
29	-5%	CCC(C)(C)NC(=O)C(c1ccc(C)cc1)N(CC1CCCO1)C(=O)CCC(=O)Nc1ccccn1 (stereo not given)
30	2%[76.3 µM]	COC(=O)CCCC(=O)N1CCC(n2nccc2NC(=O)CCOc2ccccc2)CC1
31	9%[76.3 µM]	COc1ccccc1S(=O)(=O)Cc1ccc(C(=O)N2CCN(c3cc(Cl)ccc3C)CC2)o1
32	7%[76.3 µM]	Cc1cc(C)cc(NC(=O)Nc2c[nH]c(=O)[nH]c2=O)c1
33	-4%[76.3 µM]	Cc1ccccc1Nc1c(C)c(C)nc2ncnn12
34	11%[76.3 µM]	O=c1c2ccccc2oc2cc(NCCCN3CCOCC3)ccc12
35	3%	O=c1[nH]nc(Cc2ccc([N+](=O)[O-])cc2)c2ccccc12
36	-1%	CCOC(=O)c1c(CN(C)C)n(C)c2c(O)c(N=NC(N)=O)c3ccc(Br)cc3c12
37	8%[76.3 µM]	Cc1ccc(CCNC(=O)c2cc3sccc3n2Cc2ccc(F)cc2)cc1
38	-9%[76.3 µM]	COc1ccc(-c2nc(CN3CCC(C(=O)NCCCOC(C)C)CC3)c(C)o2)cc1OC
39	0%	COc1ccc(OC)c(/C=N/Nc2nc(C)cc(=O)[nH]2)c1
40	-3%	CCOC(=O)CC(=O)CSc1nc2c(sc(=S)n2-c2ccc(C)c(C)c2)c(=O)[nH]1

# Additional entries.
No.	GAA glycogen	SMILES
41	-4%	O=C(COc1ccc(/C=N/NC(=O)c2ccncc2)cc1)Nc1cccc([N+](=O)[O-])c1
42	0%	O=C1CN(C(=O)c2ccccc2)C(c2ccccc2)c2cc(F)ccc2N1 (stereo not given)
43	1%[76.3 µM]	COc1cccc(CCNC(=O)C2CCC(=O)N(Cc3cccc(OC)c3)C2)c1 (stereo not given)
44	-17%[76.3 µM]	CSc1ccc(CCNC(=O)Cn2ncc3c(=O)oc4ccc(C)cc4c32)cc1
45	-15%[76.3 µM]	COc1ccc(N2CCN(C(=O)CCC(=O)N3CCOc4ccc(Cl)cc43)CC2)cc1
46	-11%[76.3 µM]	COCCCNC(=O)CSc1nc2nc(C)c(Cc3ccccc3Cl)c(C)n2n1
47	-9%[76.3 µM]	CC(C)(C)c1ccc(C(=O)Nc2onc3c2CCCC3)cc1
48	-1%[76.3 µM]	O=C(COc1ccc(Br)cc1)Nc1ccccc1C(=O)N1CCOCC1
49	-1%	COc1cccc(NC(=O)c2ccc(N3C(=O)C4CC=C(C)CC4C3=O)cc2)c1 (stereo not given)
50	-8%	O=C(O)c1ccc(Cl)c(S(=O)(=O)N(Cc2ccccc2)c2ccc(Cl)cc2)c1
51	-6%[76.3 µM]	O=C(CN(CC1CCCO1)C(=O)CNS(=O)(=O)c1ccc(Cl)cc1)NC1CCCCC1 (stereo not given)
52	-6%	COc1ccc(NC(=O)NCC(C)CSc2ccc(C)cc2)c(OC)c1 (stereo not given)
53	-9%	CCN(CC)S(=O)(=O)c1ccc(NCc2ccccn2)nc1
54	1%[76.3 µM]	Cc1ccc(NC(=O)c2cnccn2)c(C)c1
55	-12%	CC(C)Oc1ccc(C(=O)NCCNC(=O)c2ccco2)cc1
56	5%	COc1cc(NC(=O)c2cccnc2)c(OC)cc1NC(=O)c1ccc(Br)cc1
57	7%	CCOC(=O)c1ccc(NC(=O)c2cc(C)nn2-c2ccccc2)cc1
58	-14%[76.3 µM]	COc1cccc(CSc2nc3ccncc3n2CC(=O)Nc2ccc(OC)c(OC)c2OC)c1
59	9%[76.3 µM]	Cc1ccc(C)c(N2CCN(C(=O)CN3C(=O)COc4ccc(S(=O)(=O)N5CCCC5)cc43)CC2)c1
60	4%[76.3 µM]	C/C(=N\NC(=O)c1nnn(-c2nonc2N)c1CN(C)c1ccccc1)c1cccs1

# Carrying on:
No.	GAA glycogen	SMILES
61	7%	CCN1CCN(c2ccc(NC(=O)c3ccco3)cc2Cl)CC1
62	10%[76.3 µM]	CC(=O)c1cccc(NC(=O)CN(C)S(=O)(=O)c2ccc3c(c2)CCC(=O)N3)c1
63	-13%[76.3 µM]	O=C(Cn1ncc2c3ccccc3n(Cc3cccc(Cl)c3)c2c1=O)NCc1cccs1
64	-13%[76.3 µM]	COc1ccc(N2CCN(C3CCCCC3NS(=O)(=O)c3ccc(Cl)cc3)CC2)cc1 (stereo not given)
65	-1%	CC1(c2ccccc2Cl)NC(=O)N(CC(=O)Nc2ccccc2OC(F)F)C1=O (stereo not given)
66	12%[76.3 µM]	Cc1c(Cl)cccc1NC(=O)C(C)n1nnc2sc3c(c2c1=O)CCCC3 (stereo not given)
67	-12%[76.3 µM]	Cc1ccc(S(=O)(=O)Nc2ccc3c(c2)OCCO3)c(C)c1NS(C)(=O)=O
68	-6%[76.3 µM]	O=C(c1ccc(F)cc1F)N1CCC(c2noc(-c3ccc(S(=O)(=O)N4CCCC4)cc3)n2)CC1
69	7%[76.3 µM]	CCN1CCC(N2CCN(c3ccccc3OC)CC2)CC1
70	-6%[76.3 µM]	Cc1ccc(OCC(O)CNC2CCCC2)c(C)c1 (stereo not given)
71	-11%[76.3 µM]	C=CCC1(CC=C)CCCN1C(=O)C1CCC(=O)N(CCc2ccccc2)C1 (stereo not given)

# From PubChem

# Only part of the results is shown (hit frequency here may not be typical).
